Screens deposited in PubChem BioAssay by several laboratories.
bCat nuc transl: modulators of beta-catenin nuclear translocation | HeLa beta-catenin nuclear translocation, immunofluorescence imaging | nuclear translocation activity, % at 5 µM | 190,000 tested, 0.3% active;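 active = nuclear translocation activity above 50% at 5 µM, with a well cell count of 50 or more; inconclusive = wells under 50 cells across six images, flagged as toxic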;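 also: per-cell ratio of nuclear to cytoplasmic median beta-catenin stain intensity; plate controls were DMSO negative control for no effect and GSK-3 inhibitor IX positive control for full effect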
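System: HeLa cells, endogenous beta-catenin; compound dosing: 5 µM primary single dose, 0.1% DMSO, 0.02–20 µM confirmation series; incubation: 24 h compound exposure at 37°C, 5% CO2; signal: beta-catenin immunofluorescence imaging with DAPI; evaluation: % activation, nuclear-to-cytoplasmic median beta-catenin signal ratio per cell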
WT yeast gro inh: growth inhibition of WT yeast, mitochondrial fusion screen; inhibition, % at 10 µM; 190,000 tested, 2.1% active; mitochondrial fusion phenotypic screen, WT strain; in the data active = inhibition above about 58%; tested in S. cerevisiae
Lipid droplet: modulators of hepatic lipid droplet formation; AML12 mouse hepatocytes, oleate lipid droplets, BODIPY imaging; inhibition, % at 6.5 µM; 240,000 tested, 0.4% active; AID 1656;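 active = lipid droplet intensity inhibited by at least 50%, with more than 500 cells counted; inconclusive = wells with under 300 cells, treated as cytotoxic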
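Assay system: AML12 hepatocytes (mouse); Probe or stimulus: oleic acid at 100 µM to induce lipid droplet formation; Dosing: compound at 6.5 µM only; Schedule: compound with oleate, overnight; Detection: fluorescence imaging, 20x objective, two fields per well; Measure: % inhibition of lipid droplet signal.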
Ins promoter up: MIN6 insulin promoter up-regulation; 190,000 tested, 0.3% active; AID 1625; MIN6 insulin promoter-GFP reporter, high-content imaging; hits give high values; z-score at 5 µM;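 active = z-score above 3 at 5 µM with at least 500 cells counted in the well; inconclusive = wells under 500 cells, flagged as cytotoxic or low count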
Autophagy mod: autophagy modulation, high-content screen | MEF GFP-LC3 puncta imaging; test concentration mostly 10 µM | calls only at 10 µM (by protocol) | 190,000 tested, 0.98% active | AID 463193;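 active = percentage of spot-positive cells more than 3 SD above its plate mean, without a fluorescence outlier flag or 80% toxicity; inconclusive = no clear call, values can overlap the other calls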;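 also: spot-positive cell cutoff set from DMSO-treated cells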
Myeloid diff 2: compounds promoting myeloid differentiation; ER-HoxA9 myeloid progenitors, lysozyme-GFP differentiation, flow cytometry; calls only at 10 µM; 360,000 tested, 1% active;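 active = normalized GFP-positive differentiation at or above the plate's own cutoff, the solvent-only control mean plus 3 SD; inconclusive = no clear call, values can overlap the other calls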;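 also: cells exposed to compound for four days before flow analysis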
T cell HTS: T cell immune modulation candidate. 2C CD8+ T cell-vesicle binding, flow cytometry; hits give low values. AID 2052. calls only at 7 µM. 330,000 tested, 0.068% active;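 active = response, share of CD8 T cells binding vesicles, and their 90th percentile fluorescence all below set limits, cut at about 80% in these data, passing the limit was not always enough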
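Test system: purified 2C TCR transgenic mouse naive CD8+ T cells. Probe or stimulus: QL9-peptide-loaded Drosophila micro-vesicles bearing Ld, ICAM-1 and B7-1. Incubation: binding step 1.5 h, 37 °C, antibody labelling 20 min, ice. Measured by: flow cytometry of vesicle-bound cells.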
MT stabilizer: microtubule stabilization, imaging screen; HeLa tubulin immunostaining HCS, 24 h; share of cells brighter than vehicle mean+2SD; % tubulin-high responders, % at 10 µM; 200,000 tested, 0.83% active; AID 2205;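 active = plate Z-score above 3 for both tubulin-high and condensed-nucleus cell shares, with cell loss under 80%, at 10 µM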;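 also: anti alpha tubulin signal scored within the nucleus-defined area of each cell; some results filed as inactive read as strong as hits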
West Nile antiviral: West Nile virus antiviral activity, cell-based, CPE readout (AID 1621); West Nile virus-infected cells, CPE inhibition; higher % means a stronger effect; CPE inhibition, % at 10 µM; hits with a dose series show IC50 in µM; 290,000 tested, 0.02% active; in the data active = a potency from the dose series; inconclusive = CPE inhibition mostly from about 3.7% at the one dose, without a potency; inactive = the rest, 99 in 100 with CPE inhibition below about 2.2%; also: strong numbers were not always called active
WT yeast gro inh mutant strain: also measured in WT yeast gro inh; calls as there; inhibition, %; mitochondrial fusion phenotypic screen, mutant strain inhibition
Ins promoter up cell count: recorded beside Ins promoter up, whose call it bears; cell count; measured here: cytotoxicity, nuclei count;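 total cells summed across four imaged fields per well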
Lipid droplet cells 6.5 µM: also measured in Lipid droplet; calls as there; cell count; measured here: cell count, cytotoxicity flag;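 cells counted across two imaged fields per well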
bCat nuc transl cell count 5 µM: further read-out of bCat nuc transl, marked with its call; cell count; measured here: cell count, cytotoxicity flag
T cell HTS vesicle-bound %: second read-out of T cell HTS, no call of its own (marks repeat the call); double positive events, %; measured here: CD8+ vesicle-bound cell fraction;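 binding gate set so that unloaded-vesicle control wells show 10% double positive cells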
MT stabilizer Hoechst-high %: recorded beside MT stabilizer, whose call it bears; % Hoechst-high responders; measured here: nuclear condensation Hoechst responders;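 share of cells brighter than vehicle mean plus two SD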
MT stabilizer cytotoxicity %: further read-out of MT stabilizer, marked with its call; toxicity, %; measured here: cytotoxicity by cell density;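 0% = mean cell density of plate MIN control wells and 100% = no cells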
Autophagy mod cell loss 18 h: recorded beside Autophagy mod, whose call it bears; toxicity, %; measured here: cell loss, nuclei count;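 cell loss after 18 h compound exposure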
Myeloid diff 2 GFP+ MAC1+ %: second read-out of Myeloid diff 2, no call of its own (marks repeat the call); GFP+ MAC1+ double positive, %; measured here: differentiation confirmed by MAC1 staining
Numbers without * were called inactive; i = inactive; ? = inconclusive; / = not tested or not shown.

SMILES | bCat nuc transl | bCat nuc transl cell count 5 µM | WT yeast gro inh | WT yeast gro inh mutant strain | Lipid droplet | Lipid droplet cells 6.5 µM | Ins promoter up | Ins promoter up cell count | Autophagy mod | Autophagy mod cell loss 18 h | Myeloid diff 2 | Myeloid diff 2 GFP+ MAC1+ % | T cell HTS | T cell HTS vesicle-bound % | MT stabilizer | MT stabilizer Hoechst-high % | MT stabilizer cytotoxicity % | West Nile antiviral
CN(C(=O)c1ccccc1-c1ncc[nH]1)C1CCCN(Cc2ccccc2F)C1 (stereo not drawn) | / | / | / | / | -15.0 | 611 | / | / | / | / | i | 0.0 | i | 62.7 | / | / | / | -0.5%
CC1CCN(CCCOc2ccc(Br)cc2Cl)CC1 | 0.8 | 1096 | 44.5 | 48.9 | -7.5 | 643 | -1.74 | 1311 | i | -9.1 | i | 1.1 | i | 16.7 | 1.8 | 0.9 | 4.1 | -0.9%
Cc1cc(NC(=O)CSc2nnnn2-c2ccc(C)c(C)c2)no1 | -1.9 | 992 | 1.8 | 21.6 | -18.1 | 750 | -0.1 | 1543 | i | -4.9 | i | 0.1 | i | 65.2 | 2.5 | 3.2 | 9.1 | 0.4%
CCN(CC)S(=O)(=O)c1ccc(C(=O)Nc2ccc(OCC(=O)N3CCOCC3)cc2)cc1 | 0.3 | 825 | 0.0 | 2.0 | / | / | 0.38 | 1099 | i | 7.3 | i | 0.9 | i | 18.4 | 2.7 | 3.2 | 14.1 | -0.1%
CC(=O)c1cccc(NC(=O)CN2C(=O)C3C4C=CC(C4)C3C2=O)c1 (stereo not drawn) | 2.3 | 1110 | -4.7 | 2.5 | / | / | 1.53 | 1144 | i | -27.5 | i | 14.3 | i | 29.4 | 4.4 | 1.1 | 3.5 | 0.3%
O=c1[nH]nc(SCCS(=O)(=O)c2ccc(F)cc2)n1-c1ccccc1C(F)(F)F | 2.8 | 1272 | / | / | 2.5 | 737 | / | / | / | / | i | 0.5 | i | 45.1 | / | / | / | 1.5%
Fc1ccccc1OCCCCn1cncn1 | -0.5 | 1224 | 17.1 | 6.2 | 17.7 | 741 | 0.18 | 1257 | i | 1.6 | i | 0.5 | i | 23.6 | 3.1 | 0.9 | 2.5 | -0.1%
CN(Cc1ccno1)Cc1cn(Cc2ccccc2)nc1-c1ccc2c(c1)OCO2 | 1.6 | 925 | / | / | -10.2 | 621 | -0.74 | 1453 | i | -10.1 | i | 0.7 | i | 47.2 | 2.2 | 2.1 | 2.1 | -0.4%
Cc1c(CCO)sc[n+]1CC(=O)OC12CC3CC(CC(C3)C1)C2 | -3.9 | 1151 | 3.9 | -2.4 | -7.1 | 563 | / | / | i | -18.7 | i | 0.1 | i | 30.6 | 2.6 | 1.9 | 6.3 | 0.3%
Cc1nn(-c2ccc(F)cc2)c2sc(C(=O)OC3CCOC3=O)cc12 (stereo not drawn) | 2.9 | 1472 | 6.5 | -8.6 | / | / | 0.29 | 1571 | / | / | i | 0.7 | i | 37.1 | 1.9 | 1.1 | 2.5 | 0.2%
Cc1ccc(NC(=S)N2CCC(NC(=O)c3ccc(F)cc3)CC2)cc1C | / | / | / | / | 11.9 | 758 | / | / | / | / | i | 3.1 | i | 26.6 | / | / | / | -0.7%
CN1CCN(C(=O)/C=C/c2ccc([N+](=O)[O-])o2)CC1 | 0.9 | 1290 | / | / | -18.8 | 611 | -0.1 | 745 | / | / | ? | / | / | / | / | / | / | -0.2%
CC(C)C(CO)N1CCN(Cc2ccccc2)CCC1=O (stereo not drawn) | -0.5 | 1205 | / | / | 18.2 | 675 | -0.1 | 967 | / | / | i | 1.3 | i | 18.1 | / | / | / | -0.1%
CC#CC(=O)N1CCC(CO)(CCc2ccccc2)CC1 | -0.8 | 1043 | 12.8 | -2.1 | -4.4 | 665 | / | / | i | 4.6 | i | 0.5 | i | 9.2 | 2.9 | 1.7 | 3.8 | 0.4%
CCOC(=O)C1CCCN(S(=O)(=O)c2nc3nc(C)cc(C)n3n2)C1 (stereo not drawn) | / | / | / | / | 15.5 | 687 | / | / | / | / | i | 1.0 | i | 6.8 | / | / | / | -0.1%
Cc1cccc(OCCOc2ccc(/C=N/NC(=O)Cc3nnc(N)s3)cc2)c1 | 3.0 | 1088 | -4.7 | -10.1 | 3.7 | 600 | 1.21 | 1963 | i | -3.1 | i | 1.1 | i | 26.3 | 2.6 | 2.0 | 9.8 | -0.1%
COc1ccc(C(C(=O)NC2CCCC2)N(C(=O)c2snc(-c3ccc(F)cc3)c2N)c2ccccc2)cc1 (stereo not drawn) | -1.3 | 1328 | 3.7 | -1.4 | / | / | -0.24 | 1633 | i | 25.0 | i | 1.0 | i | 31.9 | 3.4 | 3.0 | 1.6 | ?
CN(C)S(=O)(=O)c1ccc(NC(=O)CCNC(=O)c2ccc([N+](=O)[O-])cc2)cc1 | 1.1 | 1011 | 14.8 | 27.2 | -0.4 | 668 | -0.06 | 1295 | i | -10.9 | i | 0.7 | i | 33.9 | 2.5 | 2.5 | 8.6 | 0.1%
CC1=CCC2C(=O)N(CCc3c[nH]c4ccccc34)C(=O)C2C1 (stereo not drawn) | 1.2 | 507 | -7.0 | -6.0 | -25.7 | 719 | / | / | i | -3.1 | i | 6.8 | i | 11.6 | 5.5 | 2.0 | 6.6 | 0.3%
Cc1ccc2c(CSc3nnc(C4CC4)n3N)cc(=O)oc2c1C | -4.3 | 976 | 95.9* | 4.8* | / | / | 0.05 | 1102 | i | 7.5 | i | 0.4 | i | 22.7 | 1.8 | 1.6 | 7.2 | /
COc1ccnc(CSC(N)=Nc2ccccc2C(F)(F)F)c1 | 3.6 | 525 | -14.6 | 12.5 | -4.0 | 725 | 0.33 | 1284 | i | -4.3 | i | 1.0 | i | 10.6 | 5.4 | 3.2 | 6.1 | -0.1%
O=C(/C=C/c1cccs1)Nc1nncs1 | 1.3 | 1169 | / | / | 19.9 | 718 | 0.31 | 1481 | / | / | i | 0.9 | i | 51.0 | / | / | / | 0.3%
FCCCOc1ccc(-c2ccnc(-c3ccccc3)n2)cc1 | 1.6 | 1370 | 8.8 | -11.5 | / | / | -0.6 | 1486 | i | 7.8 | i | 0.6 | i | 52.1 | 1.3 | 0.9 | 3.1 | 0.0%
COc1ccc(C(O)Cn2c(=N)n(CCCN(C)C)c3ccccc32)cc1 (stereo not drawn) | 1.2 | 1140 | -2.4 | 20.4 | 13.9 | 745 | -0.44 | 1282 | i | 23.4 | i | 0.3 | i | 0.8 | 4.4 | 1.7 | 8.5 | 0.2%
CC(C)(C)OC(=O)NCCCC[C@H](NC(=O)c1nc[nH]c1C(=O)NCC(=O)OCc1ccccc1)C(=O)OC(C)(C)C | / | / | / | / | -2.3 | 833 | / | / | / | / | i | 1.6 | i | 8.5 | / | / | / | -0.5%
CCOc1ccc(NC(=O)Nc2ccc3c(c2)CCC3)cc1 | / | / | / | / | -1.6 | 669 | / | / | / | / | i | 1.4 | i | 64.8 | / | / | / | -0.6%
CCn1c(=O)cc(SCC(=O)N2CCN(c3ccccc3F)CC2)c2ccccc21 | 0.2 | 773 | -13.2 | -29.8 | / | / | -0.14 | 1099 | i | -0.2 | i | 0.8 | i | 4.2 | 3.3 | 1.3 | 3.9 | -0.2%
O=C(N/N=C/c1cccc([N+](=O)[O-])c1O)C(O)(c1ccccc1)c1ccccc1 | / | / | / | / | 0.4 | 807 | / | / | / | / | i | 0.3 | i | 61.6 | / | / | / | 0.2%
Cc1cc(C(=O)O)oc(=O)c1 | 0.9 | 1017 | / | / | 9.7 | 748 | 0.09 | 1526 | / | / | i | 0.8 | i | 17.7 | / | / | / | 0.1%
CCOc1ccc(S(=O)(=O)N(CC(=O)Nc2cccnc2)c2ccc(F)cc2)cc1 | / | / | / | / | -0.6 | 819 | / | / | / | / | i | 1.0 | i | 51.9 | / | / | / | -0.2%
O=C(Nc1nonc1NC(=O)c1cccs1)c1cccs1 | 1.1 | 1087 | -0.9 | -16.9 | -0.4 | 691 | 0.2 | 1243 | i | 4.7 | i | 1.2 | i | 45.0 | 2.9 | 2.1 | 8.5 | -1.7%
O=C(Cc1ccccc1F)Nc1ccc(SC(F)F)cc1 | 0.6 | 1017 | -14.7 | -9.5 | -2.4 | 538 | 0.03 | 1309 | i | -3.9 | i | 0.2 | i | 64.4 | 4.6 | 2.7 | 5.0 | -0.7%
CCCCc1ccc(NS(=O)(=O)N(C)C)cc1 | -7.4 | 1027 | -13.0 | -23.3 | / | / | -0.67 | 1176 | i | 11.8 | i | 0.4 | i | 34.5 | 3.3 | 2.9 | 11.8 | 0.1%
CC(C)N(C)CCOC(=O)C1COc2ccccc2O1 (stereo not drawn) | 1.6 | 1133 | / | / | 1.9 | 708 | 0.12 | 1118 | / | / | i | 1.4 | i | 46.3 | / | / | / | 0.1%
CC(C)OP(=O)(c1ccc(N(C)C)cc1)C(O)c1c(Cl)cccc1Cl (stereo not drawn) | 0.0 | 1141 | 0.7 | 5.8 | -31.9 | 737 | -1.69 | 946 | i | 25.0 | i | 1.0 | i | 16.5 | 2.3 | 1.5 | 7.5 | -0.1%
